# HIV fusion peptide: inhibitors of HIV fusion peptide binding, primary screen, biochemical, uHTS, fluorescence dequenching (AID 1986); inhibition, % at 20 µM, or IC50 in µM where a hit was titrated; 290,000 tested, 0.3% active; cell-free peptide binding, fluorescence dequenching, 30 min; higher % means a stronger effect; in the data active = inhibition mostly above about 52%, no sharp cut-off; inactive = mostly below about 76%; note: some results filed as inactive read as strong as hits
# KOR beta-arrestin-1: KOR antagonists, beta-arrestin recruitment, cell-based, luminescence, uHTS (AID 1778); 290,000 tested, 0.091% active; KOR beta-arrestin recruitment, luminescence, antagonist mode; higher % means a stronger effect; inhibition, % at 10 µM, or IC50 in µM where a hit was titrated; note: strong numbers were not always called active
# HEK293 NOD2/NF-kB: NOD2 signaling inhibitors, cell-based, luminescence, uHTS, HEK293 (AID 1566) | HEK293 NOD2/NF-kB luciferase reporter, luminescence; higher % means a stronger effect | one-dose inhibition, % at 4 µM; EC50 in µM for titrated hits | 290,000 tested, 0.63% active; note: many of its hits are not listed in these tables
# LYP inhibition: inhibitors of LYP phosphatase, biochemical, fluorescence intensity, uHTS (AID 1779); Tyrosine-protein phosphatase non-receptor type 22 (Homo sapiens); recombinant LYP phosphatase, fluorescence intensity; higher % means a stronger effect; inhibition, % at 11.5 µM, or IC50 in µM where a hit was titrated; 290,000 tested, 0.054% active;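 note: plate controls were vehicle with enzyme for no effect and no enzyme for full effect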
# PhoP inhibition: inhibitors of PhoP regulon expression, primary screen, Salmonella Typhimurium, GFP reporter (AID 1863). S. Typhimurium PhoP-regulated promoter GFP reporter, 4 h; higher % means a stronger effect. one-dose inhibition, % at 50 µM; IC50 in µM for titrated hits. 300,000 tested, 0.16% active;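 active = inhibition over 29.93%, a cutoff 3 SD above the screen mean, later confirmed by dose response; inconclusive = inhibition over 29.93% but no dose response follow-up; inactive = inhibition at most 29.93% or unconfirmed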;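 note: 0% = low Mg2+ inducing control and 100% = high Mg2+ repressing control; strong numbers were not always called active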
# Myeloid diff MLP: induction of myeloid progenitor differentiation, primary screen, cell-based, flow cytometry, MLPCN library. 360,000 tested, 1% active. ER-HoxA9 myeloid progenitors, lysozyme-GFP differentiation. calls only at 10 µM;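 active = normalized GFP-positive differentiation at or above the plate's own cutoff, the solvent-only control mean plus 3 SD; inconclusive = no clear call, values can overlap the other calls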;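 note: cells exposed to compound for four days before flow analysis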
# Siah-1 displacement: Siah-1 peptide-binding antagonists, primary screen, biochemical, fluorescence polarization, rhodamine-plectin, uHTS (AID 1817); E3 ubiquitin-protein ligase SIAH1 (Homo sapiens); Siah-1 / rhodamine-plectin peptide fluorescence polarization; higher % means a stronger effect; 290,000 tested, 0.02% active; displacement, % at 20 µM; hits with a dose series show IC50 in µM;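 active = displacement of at least 50% at 20 µM, with a fluorescence ratio check between 0.3 and a set limit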;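 note: plate controls were Siah plus tracer with DMSO for no effect and tracer alone without Siah for full effect; strong numbers were not always called active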
# NOD1 inhibition: NOD1 signaling inhibitors, primary screen, cell-based, luminescence, uHTS (AID 1578); inhibition, % at 4 µM, or EC50 in µM where a hit was titrated; NOD1-driven NF-kB luciferase reporter cells, luminescence; higher % means a stronger effect; 290,000 tested, 1% active; in the data active = inhibition mostly above about 36%, no sharp cut-off; inactive = mostly below about 34%;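 note: HEK-293T reporter cells stimulated with the NOD1 agonist gamma-tri-DAP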
# KOR beta-arrestin-2: KOR agonists, beta-arrestin recruitment, primary screen, cell-based, luminescence, uHTS (AID 1777). Kappa-type opioid receptor (Homo sapiens). KOR beta-arrestin recruitment, luminescence; higher % means a stronger effect. activation, % at 10 µM; hits with a dose series show EC50 in µM. 280,000 tested, 0.02% active; in the data active = activation above about 50%, passing the limit was not always enough; note: a part of the inactive calls stands beside numbers as strong as those of hits
# Myeloid diff MLP GFP+ MAC1+ %: also measured in Myeloid diff MLP; calls as there; GFP+ MAC1+ double positive, %; measured here: differentiation confirmed by MAC1 staining
# Active calls of the source: *; i = inactive; ? = inconclusive; . = no result given; + = active, no number; [ ] = remark or other dose. Cut-off read from the data, not from the text of the source, unless noted: active = inhibition above about 50%; inactive = the rest. This is a subset; the hit share may differ from the screen's.
compound | HIV fusion peptide | KOR beta-arrestin-1 | HEK293 NOD2/NF-kB | LYP inhibition | PhoP inhibition | Myeloid diff MLP | Myeloid diff MLP GFP+ MAC1+ % | Siah-1 displacement | NOD1 inhibition | KOR beta-arrestin-2
O=C(CSCc1ccccc1)NNc1c(F)c(F)cc(F)c1F | -1.1% | 15% | -36% | -10% | -1% | i | 0.3 | -5% | 34%* | 7.3%
OCc1cn(-c2ccccc2)nc1-c1ccc(-c2nn(-c3ccccc3)cc2CO)cc1 | -5.2% | -62% | 5% | -9% | 15% | i | 0.6 | -2% | -1% | 31%
COC(=O)C(C)SC1=N/C(=C/c2ccc(-n3cncn3)cc2)C(=O)N1 (stereo not drawn) | 0.8% | 28% | 8% | -6% | -4% | i | 0.8 | 13% | -10% | 2.0%
CCOc1ccc(CC(=O)Nc2ccc(NC(=O)c3ccco3)cc2)cc1OCC | 2.8% | -10% | -5% | 2% | -7% | i | 0.7 | -1% | -11% | -2.2%
CCOC(=O)N1CCC(N(CCN(C)C)C(=S)Nc2cccc(Cl)c2C)CC1 | -2.2% | 28% | -2% | -1% | 4% | i | 0.3 | -6% | 27% | 0.8%
O=C(O)CCC(=O)Nc1ccc(C(=O)OC2CCCCC2)cc1 | -3.9% | 2% | 5% | -3% | 3% | i | 1.4 | -2% | 7% | 1.1%
Cc1cc2oc(=O)c(CC(=O)O)c(C)c2c2occ(C(C)(C)C)c12 | 3.3% | -27% | -84% | -2% | 1% | i | 0.3 | 0% | 5% | 1.8%
O=C(Nc1ccnn1C1CCN(C(=O)c2cccc(Cl)c2)CC1)C1CC1 | -0.9% | -21% | -3% | -7% | 0% | . | . | -1% | -21% | 1.8%
COc1ccc(OCCNS(=O)(=O)c2ccc3oc4ccccc4c3c2)cc1 | 1.0% | -67% | 7% | -6% | -4% | i | 0.0 | 0% | 45% | 6.7%
CCOCCCNC(=O)C(c1ccc(C)cc1)N(Cc1ccc2c(c1)OCO2)C(=O)c1ccccn1 (stereo not drawn) | -1.1% | -14% | 4% | -10% | -2% | i | 0.4 | -2% | -39% | -2.2%
CCOC(=O)c1sc(=S)n(CC)c1NC(=O)c1ccccc1C | -1.0% | -9% | -7% | -1% | -16% | i | 0.2 | -1% | -3% | 2.6%
Cc1cc(NC(=O)CSc2nc3ccccc3s2)no1 | 0.8% | -35% | 6% | 0% | -14% | i | 0.5 | 0% | -37% | 4.9%
O=C1C2CC=CCC2C(=O)N1Cc1nnc(-c2ccc(Cl)cc2)o1 (stereo not drawn) | -0.6% | 13% | -4% | 0% | 2% | i | 0.3 | 4% | -32% | 1.3%
O=C(CN1CCN(Cc2ccc(Cl)cc2)C1=O)NCCCN1CCN(c2ccc(F)cc2)CC1 | 2.5% | -10% | 35% | -14% | 16% | i | 8.3 | -1% | 18% | -5.3%
COc1ccc(C(=O)NNC(=S)Nc2ccccc2)cc1 | -3.5% | -1% | -111% | 2% | 3% | i | 0.5 | 20% | -47% | -11%
Cc1ccccc1OCC(=O)N1CCc2ccccc2C1 | -0.7% | -2% | -12% | -8% | 3% | i | 0.6 | 14% | -24% | -5.3%
COc1cccc(CN(C)C(=O)Cc2c[nH]c3ccccc23)c1 | -1.4% | 12% | 9% | -10% | -5% | i | 1.0 | 3% | -15% | 13%
Cc1ccc(-c2nnn(CC(=O)N(C)C3CCCCC3)n2)o1 | 0.0% | 9%[20 µM] | 4% | -8% | -7% | i | 1.3 | 2% | -28% | .
COc1ccc(CNC(=O)C2CCC(=O)N(CC3CCCCC3)C2)cc1 (stereo not drawn) | 1.5% | 18% | 6% | -2% | -5% | i | 1.0 | 6% | -23% | -2.9%
COC(=O)CSCC(=O)Nc1nnc(-c2ccccc2C)s1 | 0.0% | -5% | 37% | -5% | 3% | i | 0.1 | 8% | -8% | -4.4%
Cc1cc(=O)oc2cc(OCC(=O)Nc3ccc(CN4CCOCC4)cc3)c(Cl)cc12 | 0.6% | -27% | 28% | -9% | 4% | i | 1.3 | 4% | -25% | -2.3%
CCCCCn1c(N)c(-c2nc3ccccc3o2)c2c([N+](=O)[O-])nn(C)c(=O)c21 | -13% | 16% | 7% | -6% | 27% | i | 0.3 | 5% | -3% | -5.8%
CC1CCN(S(=O)(=O)c2cccc(C(N)=O)c2)CC1 | 0.2% | -8% | 14% | -4% | 0% | i | 0.5 | 0% | 2% | -0.1%
COc1ccc(C(=O)NCc2nnc(SCC(=O)Nc3ccccc3F)o2)cc1 | -1.8% | -1% | 6% | -8% | -11% | i | 0.3 | -2% | -20% | -4.9%
COCCCN(C(=S)NC(=O)C12CC3CC(CC(C3)C1)C2)c1c(N)n(Cc2ccccc2)c(=O)[nH]c1=O | -0.2% | -18% | 2% | -3% | 3% | i | 1.0 | 2% | -37% | -4.6%
Cc1c(NC(=O)N(C)c2ccccc2)c(=O)n(-c2ccccc2)n1C | 0.2% | -17%[20 µM] | 0% | 4% | -2% | ? | . | -2% | -30% | 3.5%
Cc1cc(C)nc(SCc2cnc(C)nc2N)n1 | -0.1% | -9%[20 µM] | 4% | 3% | 8% | i | 0.3 | -2% | -34% | -0.3%
Cc1sc(N)c(C(=O)c2ccccc2)c1C | 7.5% | -72%[20 µM] | 1% | -3% | -1% | i | 0.2 | 10% | -28% | .
O=C(c1cc([N+](=O)[O-])ccc1N1CCOCC1)N1CCCCC1 | 0.0% | -12% | 0% | -5% | 4% | i | 0.7 | 22% | -20% | 5.1%
COc1ccc(CN2CC(C(=O)NCCCN3CCOCC3)CC2=O)cc1 (stereo not drawn) | -2.0% | -1% | 8% | -9% | -5% | . | . | 4% | -3% | -2.0%

# Next part (three carried over from the part before).
compound | HIV fusion peptide | KOR beta-arrestin-1 | HEK293 NOD2/NF-kB | LYP inhibition | PhoP inhibition | Myeloid diff MLP | Myeloid diff MLP GFP+ MAC1+ % | Siah-1 displacement | NOD1 inhibition | KOR beta-arrestin-2
Cc1sc(N)c(C(=O)c2ccccc2)c1C | 7.5% | -72%[20 µM] | 1% | -3% | -1% | i | 0.2 | 10% | -28% | .
O=C(c1cc([N+](=O)[O-])ccc1N1CCOCC1)N1CCCCC1 | 0.0% | -12% | 0% | -5% | 4% | i | 0.7 | 22% | -20% | 5.1%
COc1ccc(CN2CC(C(=O)NCCCN3CCOCC3)CC2=O)cc1 (stereo not drawn) | -2.0% | -1% | 8% | -9% | -5% | . | . | 4% | -3% | -2.0%
CCOc1ccc(Cl)cc1CN1CCOCC1 | 1.7% | -11% | 17% | -13% | 3% | i | 0.5 | 0% | 25% | 0.0%
Cc1c(CCOC(=O)C23CC4CC(CC(C4)C2)C3)sc[n+]1CC#N | -0.6% | -3% | 13% | -4% | -6% | i | 0.4 | -7% | -1% | -4.3%
COc1cccc(/C=C/C(=O)OCC(=O)N2c3ccccc3NC(=O)C2(C)C)c1 | 1.7% | -14% | 11% | 0% | 2% | i | 0.6 | 0% | -37% | 7.6%
Cc1ccc(O)c(C(=O)c2cc(C#N)c(=O)n(Cc3ccccc3)c2)c1 | 4.2% | -16% | -5% | 2% | 1% | i | 0.2 | 7% | -10% | 2.1%
CC(=O)c1ccc(NC(=O)CC(NCCC2=CCCCC2)C(=O)O)cc1 (stereo not drawn) | -0.1% | . | 5% | 1% | 6% | i | 1.2 | -1% | -34% | -1.5%
CCN1CCN(CC(O)COC(C)C)CC1 (stereo not drawn) | 0.1% | -9% | -8% | -3% | 8% | i | 1.3 | 2% | 3% | 5.0%
CCOC(=O)CSc1nnc(CNC(=O)c2ccc([N+](=O)[O-])cc2)n1C | 1.6% | -35% | 8% | -5% | 4% | i | 0.2 | 4% | -35% | -2.3%
COc1ccc(Nc2cc(C)c3ccc(O)cc3n2)cc1 | -3.0% | -11% | -12% | -5% | 28% | i | 0.5 | -8% | 6% | .
CC(=O)Oc1cccc(N2C(=O)c3cccc4c([N+](=O)[O-])ccc(c34)C2=O)c1 | 1.6% | -52%[20 µM] | 13% | -2% | -34% | ? | . | -2% | 34% | 2.7%
CC1(OC(=O)C2CCCC2)C(=O)C=C2C=C(c3ccsc3)N(Cc3ccc4c(c3)OCO4)C=C2C1=O (stereo not drawn) | 5.9% | 28% | 13% | 3% | -6% | i | 2.8 | 0% | 1% | 2.2%
CCc1ccc2[nH]cc(C(=O)OCCOC)c(=O)c2c1 | -2.0% | -12% | 1% | -5% | 15% | i | 1.1 | 4% | 10% | 3.2%
Cc1ccc(/C=N/NC(=O)Cn2nnc(N)n2)o1 | -0.2% | 14% | 24% | -2% | -14% | i | 0.7 | 15% | -1% | 1.8%
O=C(CSc1ccccc1)NCc1ccccn1 | 0.9% | 25% | 4% | -6% | -17% | i | 0.1 | 3% | -3% | -0.7%
CCCC(C)C(=O)Nc1ccc(F)c(Cl)c1 (stereo not drawn) | 0.3% | -14% | 10% | -3% | 5% | i | 0.5 | 7% | -32% | -1.5%
COc1ccc(-c2nc(CS(=O)CC(=O)NC3CCCC(C)C3C)c(C)o2)cc1OC (stereo not drawn) | -1.5% | -18% | -13% | -11% | 4% | + | 11* | -3% | -9% | -5.3%
Cc1noc(C)c1C(=O)OCC(=O)Nc1cccc(S(N)(=O)=O)c1 | -0.3% | -3%[20 µM] | 16% | -8% | -5% | i | 0.3 | 12% | -3% | -3.9%
O=S(=O)(c1ccc2nc(COc3ccccc3)[nH]c2c1)N1CCOCC1 | 0.2% | 8% | 3% | -10% | -13% | i | 0.6 | 2% | 2% | 5.9%
O=C(CCCCCN1C(=O)c2ccccc2C1=O)Nc1ccccc1 | 3.8% | 35% | 6% | -10% | 0% | i | 1.6 | 3% | 0% | -8.7%
O=S(=O)(c1ccccc1)c1cnc(-c2cccnc2)nc1-c1ccccc1 | 2.0% | 26% | 6% | -9% | -2% | i | 0.6 | 2% | -11% | 0.8%
CCc1cc(C)c(O)c(CC)n1 | 1.2% | 0% | 4% | -4% | -10% | i | 0.9 | -2% | -4% | 0.8%

# Exported as labelled records: entries from further up.
structure: O=S(=O)(c1ccccc1)c1cnc(-c2cccnc2)nc1-c1ccccc1
  HIV fusion peptide: 2.0%; KOR beta-arrestin-1: 26%; HEK293 NOD2/NF-kB: 6%; LYP inhibition: -9%; PhoP inhibition: -2%; Myeloid diff MLP: i; Myeloid diff MLP GFP+ MAC1+ %: 0.6; Siah-1 displacement: 2%; NOD1 inhibition: -11%; KOR beta-arrestin-2: 0.8%
structure: Cc1noc(C)c1C(=O)OCC(=O)Nc1cccc(S(N)(=O)=O)c1
  HIV fusion peptide: -0.3%; KOR beta-arrestin-1: -3%[20 µM]; HEK293 NOD2/NF-kB: 16%; LYP inhibition: -8%; PhoP inhibition: -5%; Myeloid diff MLP: i; Myeloid diff MLP GFP+ MAC1+ %: 0.3; Siah-1 displacement: 12%; NOD1 inhibition: -3%; KOR beta-arrestin-2: -3.9%
